Menin MLL FP TR: inhibitors of human menin-MLL interaction, mutant MLL peptide; AID 1768; Potency, µM (doses to about 61.6 µM), inactives show at the top dose FP activity change, negative = inhibition, most hits filed as inhibitors; 270,000 compounds, 0.23% hits; O00255; Menin + Texas Red MLL mutant peptide, fluorescence polarization; active = well fitted inhibition curve with a large enough effect in the polarisation, with a control signal flat, not every such curve was filed as active; inconclusive = small, poorly fitted or top-dose-only effect, or effect the other way, or a change in a side signal; inactive = no such curve, though single readings can be large or run the other way; the % refers to the polarisation; also: % of control where 0% means no effect; many of its hits are not listed in these tables
Target sequence (O00255 whole entry, looked up): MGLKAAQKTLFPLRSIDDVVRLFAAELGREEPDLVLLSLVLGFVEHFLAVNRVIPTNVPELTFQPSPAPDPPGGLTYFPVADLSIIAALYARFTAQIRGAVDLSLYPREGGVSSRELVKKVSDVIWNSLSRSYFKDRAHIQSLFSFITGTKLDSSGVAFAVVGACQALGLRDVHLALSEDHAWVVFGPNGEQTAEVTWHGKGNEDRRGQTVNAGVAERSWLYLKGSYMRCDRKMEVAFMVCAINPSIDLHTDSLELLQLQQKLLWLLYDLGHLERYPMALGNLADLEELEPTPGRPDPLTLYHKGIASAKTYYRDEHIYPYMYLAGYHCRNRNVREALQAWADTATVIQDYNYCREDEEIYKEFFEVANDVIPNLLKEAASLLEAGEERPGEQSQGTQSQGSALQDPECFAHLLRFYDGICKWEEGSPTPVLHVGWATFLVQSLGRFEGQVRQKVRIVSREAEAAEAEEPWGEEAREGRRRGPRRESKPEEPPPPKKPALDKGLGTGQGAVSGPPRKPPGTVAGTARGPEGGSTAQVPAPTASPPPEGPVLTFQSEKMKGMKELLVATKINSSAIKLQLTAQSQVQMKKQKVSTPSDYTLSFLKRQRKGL
* marks the source's active call; other numbers are inactive results; ? = inconclusive; & = joins results of further samples; [ ] = remark or other dose. Potency is read from the fitted curve at half-maximal effect. These rows are one share of the data (hit frequency here may not be typical).

[1] COc1ccc(/C=C/NC(=O)Cc2ccc(OC)c(OC)c2)cc1
  Menin MLL FP TR: -18.5%&-19.8%[11.7 µM]

[2] COc1ccc(NC(=O)N2CC[C@@]3(CCCN(C(C)=O)C3)C2)cc1
  Menin MLL FP TR: -2.7%

[3] CCOC(=O)/C(C)=N/NC(C)=O
  Menin MLL FP TR: 0.5%

[4] Cn1cccc1C(=O)N1CCC2(CCCN(c3ccc(-c4ccccc4)cc3)C2)CC1
  Menin MLL FP TR: ?

[5] Cn1c(=O)c(CCc2ccccc2)nc2cnc(N3CCNCC3)nc21
  Menin MLL FP TR: -1.2%

[6] CS(=O)(=O)Nc1cccc(-c2ccc3ncnc(Nc4ccccc4)c3c2)c1
  Menin MLL FP TR: ?

[7] CC(C)CN1CCCC2(CCN(C(=O)c3cc(C(F)(F)F)cc(C(F)(F)F)c3)CC2)C1
  Menin MLL FP TR: -5.0%

[8] COc1ccc(C(=O)N2CCC3(CC2)CN(c2cccc(-c4ccccc4)c2)C3)cc1
  Menin MLL FP TR: -14.9%

[9] CCCn1c(-c2ccc(F)cc2)nc2c(N3CCN(CCn4ccnc4)CC3)nc(C)nc21
  Menin MLL FP TR: -12.6%

[10] COCOc1ccc(OC)cc1C(=O)/C=C/c1ccc(OC)c(Br)c1
  Menin MLL FP TR: 1.1%&-7.5%

[11] CC(C)c1ccccc1S(=O)(=O)c1cc(N)c2ncccc2c1[N+](=O)[O-]
  Menin MLL FP TR: ?

[12] CCC1=C(OC(=O)N(CC)CC)N2C(=O)OC(=NCCOC)[C@]2(C)[C@H]2C1=CC[C@H]1C(=O)NC(=O)[C@H]12
  Menin MLL FP TR: 4.8%

[13] C#CCCCCCCCCCCCC(O)CC(O)CO (stereo not drawn)
  Menin MLL FP TR: -8.5%

[14] Cc1cccc(CNc2ncnc3ccc(-c4ccc(C(=O)N(C)C)cc4)cc23)c1
  Menin MLL FP TR: -3.9%

[15] O=C1C2CCC(C2)[C@@H]2CCCCN12 (stereo partly drawn)
  Menin MLL FP TR: 5.0%[138 µM]

[16] CCC/C=C(\CCC)C(NS(=O)(=O)c1cccs1)c1ccc(C(=O)OC)cc1 (stereo not drawn)
  Menin MLL FP TR: -4.0%

[17] COC(=O)C(C(C)=O)C(NC(=O)OC(C)(C)C)c1ccccc1 (stereo not drawn)
  Menin MLL FP TR: 5.4%

[18] CC(C)CO/N=C1/C[C@@H](O)[C@@H](O)[C@@H]2[C@@H]3C(=O)N(C[C@@H]4CCCO4)C(=O)[C@H]3CC[C@@H]12
  Menin MLL FP TR: -9.7%[11.7 µM]

[19] C/C(CCC(=O)OC[C@@H]1O[C@H](C#Cc2ccccc2)C=C[C@@H]1Oc1ccc(C)cc1)=N/O[C@@H](C)c1cc(-c2c(C)cc(C)cc2C)no1
  Menin MLL FP TR: -5.6%[11.7 µM]

[20] CN1CCN(c2ncc3nc(-c4cccc(C#N)c4)c(=O)n(C)c3n2)CC1
  Menin MLL FP TR: -9.6%

Look-ups from above.
Value of O=C1C2CCC(C2)[C@@H]2CCCCN12 (stereo partly drawn) in Menin MLL FP TR: 5.0%[138 µM]
Value of COC(=O)C(C(C)=O)C(NC(=O)OC(C)(C)C)c1ccccc1 (stereo not drawn) in Menin MLL FP TR: 5.4%

Later entries:
[21] CCOC(=O)C1=C(C)NC(c2ccccc2)=C(C(=O)OCc2ccc([N+](=O)[O-])cc2)[C@@H]1C#Cc1ccccc1
  Menin MLL FP TR: 14.5%[24.8 µM]

[22] CCCC[C@H](NC(=O)[C@@H]1CCCN1C(=O)[C@H]1CCCN1C(=O)[C@H](Cc1ccccc1)NC(=O)[C@@H](Cc1c[nH]c2ccccc12)NC(=O)[C@H](C)NC(=O)[C@H](CCCN=C(N)N)NC(=O)OC(C)(C)C)C(N)=O
  Menin MLL FP TR: -18.7%

[23] C=CC(C)(O)CC1[C@@]2(C)CCCC(C)(C)C2CC[C@]1(C)O (stereo partly drawn)
  Menin MLL FP TR: -14.3%

[24] CC(=O)OCC1OC(c2ccc3c(c2)OCO3)C=CC1OC(C)=O (stereo not drawn)
  Menin MLL FP TR: -7.4%[11.7 µM]

[25] COC(=O)c1ccc(C(/C=C/[C@@H](C)C(=O)N[C@H](C)CO)NC(=O)OCc2ccccc2)cc1 (stereo partly drawn)
  Menin MLL FP TR: -0.5%

[26] CC(=O)NCCNc1ncnc2ccc(-c3ccccc3Cl)cc12
  Menin MLL FP TR: 0.0%

[27] CN1CCN(c2ncc3nc(-c4cc(F)cc(F)c4)c(=O)n(Cc4cccs4)c3n2)CC1
  Menin MLL FP TR: 0.4%

[28] CN1CCN(c2ncc3nc(-c4ccc(Cl)cc4)c(=O)n(C4CC4)c3n2)CC1
  Menin MLL FP TR: 1.3%

[29] CN1CCN(c2ncnc3ccc(-c4ccccc4C#N)cc23)CC1
  Menin MLL FP TR: -14.9%

[30] Nc1ncnc2c1nc(Br)n2C1OC(CO)C(O)C1O (stereo not drawn)
  Menin MLL FP TR: -0.6%

[31] C/C(CCN1CCc2nc(-c3ccccc3)c(-c3ccccc3)cc2C1)=N\OC[C@@H](O)[C@@H]1O[C@@H]2OC(C)(C)O[C@@H]2[C@H]1O
  Menin MLL FP TR: -6.6%[11.7 µM]

[32] Cc1cccc(CNc2ncncc2-c2cccnc2)c1
  Menin MLL FP TR: -0.1%

[33] CC(=O)OC[C@@H]1O[C@@H](O/N=C2/C[C@@H](O)[C@@H](O)[C@@H]3[C@@H]4C(=O)N(Cc5ccc6c(c5)OCO6)C(=O)[C@H]4CC[C@@H]23)[C@H](OC(C)=O)[C@H](OC(C)=O)[C@@H]1OC(C)=O
  Menin MLL FP TR: ?

[34] C=C(C(C)=O)C(O)/C=C/c1ccco1 (stereo not drawn)
  Menin MLL FP TR: 8.8%

[35] CC(=O)C1=C(O)C=C2Oc3c(C(C)=O)c(O)c(C)c(O)c3C2(C)C1=O (stereo not drawn)
  Menin MLL FP TR: 33.9%[activator]

[36] C=C(C)C(=O)c1ccc2c(c1)OCO2
  Menin MLL FP TR: 64.6%[activator]

[37] O=S(=O)(Cc1ccccc1)c1nnnn1-c1ccccc1
  Menin MLL FP TR: -19.2%

[38] CC(=O)O[C@H]1C[C@H]2CC[C@@H]3[C@@H](CC[C@]4(C)[C@H](OC(C)=O)[C@H]([N+]5(C)CCCCC5)C[C@@H]34)[C@]2(C)C[C@H]1[N+]1(C)CCCCC1
  Menin MLL FP TR: 5.9%[24.8 µM]

[39] CNc1ncnc2ccc(-c3cccc(OC)c3)cc12
  Menin MLL FP TR: -4.8%

[40] C#CCCCO/N=C1/C[C@@H](O)[C@@H](O)[C@@H]2[C@@H]3C(=O)N(C4CCCCC4)C(=O)[C@H]3CC[C@H]12
  Menin MLL FP TR: 1.8%[11.7 µM]

[41] CC(C)c1onc(-c2c(Cl)cccc2Cl)c1COc1ccc(/C=C/c2cccc(C(=O)O)c2)c(Cl)c1
  Menin MLL FP TR: ?

[42] COc1ccc(-n2c(=O)c(-c3cccs3)nc3cnc(OC)nc32)cc1
  Menin MLL FP TR: -2.3%

[43] C[C@H](C(=O)O)c1ccc2cc(O)ccc2c1
  Menin MLL FP TR: 7.3%

[44] COc1ccc(CNc2ccnc(-c3ccccc3OC)n2)c(OC)c1
  Menin MLL FP TR: ?

[45] COc1ccc2c(c1)C(=O)[C@H](OC(=O)Nc1ccc(C)c(Br)c1)[C@@H](c1ccc(OC)c(Br)c1)O2
  Menin MLL FP TR: 21.2%

[46] COC(=O)[C@@]1(Cc2ccc(OC)cc2)[C@H]2c3cc(C(=O)N(C)C)n(CCc4ccccn4)c3C[C@H]2CN1C(=O)c1ccccc1
  Menin MLL FP TR: -5.6%

[47] CC1(C)CCC[C@@](C)([C@H]2CC[C@]3(C)[C@@H]2[C@H](O)CC2[C@@]4(C)CC[C@H](O)C(C)(C)[C@@H]4[C@@H](O)C[C@]23C)O1 (stereo partly drawn)
  Menin MLL FP TR: -27.6%

[48] COC(=O)N1C(c2ccccc2)=Cc2ccccc2C1C1(C(=O)OC)CCCC1=O (stereo not drawn)
  Menin MLL FP TR: 9.2%

[49] COc1cccc(-c2nccc(NCc3cccc(C)c3)n2)c1
  Menin MLL FP TR: 35.0%[activator]

[50] CN(C)c1ncnc2ccc(-c3ccc4c(c3)OCO4)cc12
  Menin MLL FP TR: -22.8%

[51] COc1ccccc1CN1CC2(CCN(C(=O)c3cnccn3)CC2)C1
  Menin MLL FP TR: 1.3%

[52] C=CCN1c2ccccc2[C@]23C[C@@H](C(=O)OC)N(S(=O)(=O)c4ccc(Br)cc4)C2=NC(C(=O)OC)=C(C(=O)OC)[C@H]13
  Menin MLL FP TR: -11.7%[11.7 µM]

[53] CN(C)c1ccc(-c2ccc3ncnc(N(C)C)c3c2)cc1
  Menin MLL FP TR: 0.2%

[54] COc1cc(-c2coc3cc(OC)c(OC)c(OC)c3c2=O)cc(OC)c1OC
  Menin MLL FP TR: -14.9%

[55] COC(=O)c1c(C)cc(OC)cc1O
  Menin MLL FP TR: -15.8%

[56] Cc1ccccc1OC1C=CC(c2ccccc2)OC1CO (stereo not drawn)
  Menin MLL FP TR: -3.9%[11.7 µM]

[57] C=C1CCN(C(CC(C)C)C(=O)NCc2cc(OC)c(OC)c(OC)c2)S(=O)(=O)c2ccccc21 (stereo not drawn)
  Menin MLL FP TR: -12.1%

[58] Cn1c(=O)c(-c2cc(F)cc(F)c2)nc2cnc(Oc3cccc(Cl)c3)nc21
  Menin MLL FP TR: -1.8%

[59] CCCCCCCCCCCCCCCC(=O)OCC(NC(=O)C(Cl)Cl)C(O)c1ccc([N+](=O)[O-])cc1 (stereo not drawn)
  Menin MLL FP TR: 27.8%

[60] CC1CCC2C(=O)N3C(CCC(C)[C@@H]3c3cccc(N4CCOCC4)c3)C(=O)N2C1c1cccc(N2CCOCC2)c1 (stereo partly drawn)
  Menin MLL FP TR: 0.1%[11.7 µM]

[61] COCCn1c(=O)c(-c2cc(F)cc(F)c2)nc2cnc(N(C)C)nc21
  Menin MLL FP TR: 0.9%

[62] COC(=O)C1=C(C)N(Cc2ccccc2)[C@]23O[C@](C(=O)OC)(C(=O)N2C1c1ccccc1)C1C(=O)N(c2ccccc2)C(=O)C13 (stereo partly drawn)
  Menin MLL FP TR: -7.5%&9.8%[11.7 µM]

[63] COC(=O)c1ccccc1S(=O)(=O)N1CCc2nc(-c3ccccc3)c3c(c2C1)CO[C@@H](C)C3
  Menin MLL FP TR: 1.1%[11.7 µM]

[64] CC(=O)CC(=O)[C@@]1(O)CC[C@@H]2[C@@H]3C=C(C)C4=CC(=O)CC[C@@H]4[C@H]3CC[C@]21C
  Menin MLL FP TR: -0.6%[24.8 µM]

[65] COc1c(CO)cc(CO)cc(CO)c1=O
  Menin MLL FP TR: 13.9%

[66] COc1ccc(C(=O)N2CCC[C@@]3(CCN(c4ccccn4)C3)C2)cc1
  Menin MLL FP TR: 7.4%

[67] CCCCCCCC/C=C/CCCCCCCCOP(=O)([O-])OCC[N+](C)(C)C
  Menin MLL FP TR: 8.6%

[68] CO[C@H]1COC(=O)[C@H](C)COC(=O)[C@@H](Cc2ccccc2)NC(=O)C/C=C\[C@H]1C
  Menin MLL FP TR: -0.3%[11.7 µM]

[69] CC(C)NC(=O)N1CCC2(CC1)CCN(C(=O)c1ccncc1)CC2
  Menin MLL FP TR: 2.1%

[70] CCCCC/C=C\C/C=C\CCCCCCCC(=O)NC(C)C(=O)O (stereo not drawn)
  Menin MLL FP TR: -0.4%

Reprinted at random: 6 entries already listed, in no set order.
[58] Cn1c(=O)c(-c2cc(F)cc(F)c2)nc2cnc(Oc3cccc(Cl)c3)nc21
  Menin MLL FP TR: -1.8%

[25] COC(=O)c1ccc(C(/C=C/[C@@H](C)C(=O)N[C@H](C)CO)NC(=O)OCc2ccccc2)cc1 (stereo partly drawn)
  Menin MLL FP TR: -0.5%

[8] COc1ccc(C(=O)N2CCC3(CC2)CN(c2cccc(-c4ccccc4)c2)C3)cc1
  Menin MLL FP TR: -14.9%

[56] Cc1ccccc1OC1C=CC(c2ccccc2)OC1CO (stereo not drawn)
  Menin MLL FP TR: -3.9%[11.7 µM]

[66] COc1ccc(C(=O)N2CCC[C@@]3(CCN(c4ccccn4)C3)C2)cc1
  Menin MLL FP TR: 7.4%

[68] CO[C@H]1COC(=O)[C@H](C)COC(=O)[C@@H](Cc2ccccc2)NC(=O)C/C=C\[C@H]1C
  Menin MLL FP TR: -0.3%[11.7 µM]

Following part.
[71] C=C1/C(=C\C=C2\CCCC3(C)C2CCC3C(C)/C=C/C(O)C2CC2)CC(O)CC1O (stereo not drawn)
  Menin MLL FP TR: -9.0%

[72] C#CCCCCCCCCCCCC(=O)CC(O)COC(C)=O (stereo not drawn)
  Menin MLL FP TR: -14.3%

[73] COC(=O)NC(/C(C(=O)OC)=C(\C)NCc1ccccc1)c1cccs1 (stereo not drawn)
  Menin MLL FP TR: -12.8%[11.7 µM]

[74] CC(=O)N1CCC2(CC1)CCN(C(c1ccccc1)c1ccccc1)CC2
  Menin MLL FP TR: -9.3%

[75] COc1ncc2ncc(=O)n(C3CC3)c2n1
  Menin MLL FP TR: -6.1%

[76] N#Cc1ccc(NCCNCC(=O)N2N=CCC2C#N)nc1 (stereo not drawn)
  Menin MLL FP TR: -5.4%

[77] C[N+](C)(C)CCCCCNCC12CC3CC(CC(C3)C1)C2
  Menin MLL FP TR: -7.8%[24.8 µM]

[78] CCCCC[C@H](O)/C=C/[C@H]1OC(=O)C[C@H](O)[C@@H]1C/C=C\CCCC(=O)O
  Menin MLL FP TR: 0.7%

[79] COC(=O)C(C(C)C)N1CC(=O)c2ccccc2S1(=O)=O (stereo not drawn)
  Menin MLL FP TR: -1.6%

[80] Cc1ccc(C)c(-c2ccc(C(=O)O)o2)c1
  Menin MLL FP TR: ?

Compound activity deposited in PubChem BioAssay by National Center for Advancing Translational Sciences (NCATS).
